Hsp90 block: tumor Hsp90 inhibitors, primary screen, cell lysate, fluorescence polarization, NCI-N417 lysate. Cy3B-geldanamycin FP displacement. inhibition, % at 30 µM. 64,000 tested, 0.35% active;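 active = inhibition above 50%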;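 note: 0% = tracer plus lysate wells and 100% = tracer alone without lysate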
DUSP1 inh: MKP-1 phosphatase inhibitors, primary screen, biochemical, in vitro; 65,000 tested, 0.15% active; Dual specificity protein phosphatase 1 (Homo sapiens), P28562; inhibition, %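 (compounds tested at a single concentration somewhere between 10 and 100 µM)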; AID 374, 2006; recombinant MKP-1, OMFP hydrolysis fluorescence;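 active = inhibition above about 50%, limit read from the data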;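 note: 0% = DMSO max control wells and 100% = wells with enzyme stopped by NaOH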
CatL inh: inhibitors of human cathepsin L, biochemical. Procathepsin L (Homo sapiens), P07711. purified cathepsin L, fluorogenic substrate, fluorescence. inhibition, %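 (tested at 10 µM)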. 58,000 tested, 0.17% active. AID 460, 2006; in the data active = inhibition above about 45%;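 note: 0% = enzyme with no compound and 100% = no enzyme blank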
Target sequence (P07711 114-288 limits assumed): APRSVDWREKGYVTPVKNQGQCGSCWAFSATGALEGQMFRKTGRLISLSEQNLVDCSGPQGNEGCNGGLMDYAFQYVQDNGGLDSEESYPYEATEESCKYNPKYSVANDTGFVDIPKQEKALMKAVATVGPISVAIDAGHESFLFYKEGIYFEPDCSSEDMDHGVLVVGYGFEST
Target sequence (P07711 292-333 limits assumed): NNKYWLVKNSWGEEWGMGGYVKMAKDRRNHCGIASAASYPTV
FXIa inh mix: FXIa protease inhibitors in compound pools, primary screen, biochemical, 10-compound mixtures | Coagulation factor XI (Homo sapiens), P03951 | purified FXIa, fluorogenic substrate, pooled mixtures | inhibition, % at 5 µM | 62,000 tested, 0.19% active;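 note: each value is inhibition by a whole ten-compound pool holding the compound; 0% = enzyme with no mixture and 100% = wells lacking enzyme; strong numbers were not always called active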
Cdc25B block: inhibitors of Cdc25B phosphatase catalytic domain, primary screen, biochemical, OMFP fluorescence; recombinant Cdc25B, OMFP fluorescence Ex485/Em525; inhibition, %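 (compounds tested at 10 µM final in the well)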; 65,000 tested, 0.1% active; M-phase inducer phosphatase 2 (Homo sapiens), P30305; in the data active = inhibition above about 50%
FXIIa inh mix: human factor XIIa inhibitors, primary screen, biochemical, pooled compound mixtures, fluorogenic substrate; inhibition, % at 5 µM; 62,000 tested, 0.2% active; purified FXIIa;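 note: 0% = enzyme without compound and 100% = no enzyme blank; some results filed as inactive read as strong as hits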
C1s block: complement C1s protease inhibitors, primary screen, biochemical, 10-compound mixtures | Complement C1s subcomponent (Homo sapiens), P09871 | purified C1s, fluorogenic AMC substrate, pooled mixtures | mean inhibition % of two 10-compound mixtures (stronger effect = higher value), % at 5 µM (by protocol) | 62,000 tested, 0.16% active | AID 538, 2006;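 active = inhibition above 20% in each of the two 10-compound mixture wells holding the compound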;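 note: 0% = enzyme wells lacking compound mixture and 100% = no-enzyme blank wells; some compounds called inactive have numbers as strong as hits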
HTR1A agonist: human 5-HT1a receptor agonists, primary screen, cell-based, CHO, Ga15 NFAT-bla reporter; 65,000 tested, 0.56% active; 5-hydroxytryptamine receptor 1A (Homo sapiens), P08908; CHO 5-HT1a Ga15 NFAT-bla reporter, FRET ratio; 0% basal, 100% maximal reference agonist; activation, % at 10 µM; AID 567, 2006;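 active = activation above the screen-wide mean activation plus 3 SD, cut at about 19% in these data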;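 note: 0% = DMSO wells and 100% = 5-CT at EC100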
Target sequence (P08908 whole entry, looked up): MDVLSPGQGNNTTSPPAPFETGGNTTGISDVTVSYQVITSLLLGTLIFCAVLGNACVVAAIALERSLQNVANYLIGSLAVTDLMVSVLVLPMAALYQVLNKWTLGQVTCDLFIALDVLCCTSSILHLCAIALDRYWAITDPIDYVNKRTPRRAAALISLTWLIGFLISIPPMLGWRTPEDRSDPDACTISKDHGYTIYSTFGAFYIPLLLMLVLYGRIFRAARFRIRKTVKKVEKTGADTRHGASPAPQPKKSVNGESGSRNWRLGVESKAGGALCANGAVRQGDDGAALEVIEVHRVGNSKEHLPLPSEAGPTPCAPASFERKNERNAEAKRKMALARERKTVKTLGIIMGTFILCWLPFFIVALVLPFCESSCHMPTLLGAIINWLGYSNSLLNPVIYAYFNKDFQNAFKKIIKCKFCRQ
Cathepsin G inh: human cathepsin G inhibitors, primary screen, biochemical, pooled compound mixtures, AMC fluorescence | purified enzyme, AMC-tetrapeptide fluorescence | inhibition, % at 5 µM (by protocol) | 62,000 tested, 0.2% active | P08311 | AID 581, 2007;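 active = inhibition above 20% in each of the two mixture wells holding the compound; inactive = inhibition of 20% or less in either well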;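 note: 0% = enzyme control without mixture and 100% = blank lacking enzyme; strong numbers were not always called active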
Target sequence (P08311 21-244 limits assumed): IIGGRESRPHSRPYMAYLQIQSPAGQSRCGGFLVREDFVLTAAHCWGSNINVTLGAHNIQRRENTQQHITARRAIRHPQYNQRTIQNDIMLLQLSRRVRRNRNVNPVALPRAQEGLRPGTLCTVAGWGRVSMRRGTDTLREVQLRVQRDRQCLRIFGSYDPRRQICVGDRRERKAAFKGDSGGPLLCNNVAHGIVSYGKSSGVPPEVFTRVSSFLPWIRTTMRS
An asterisk follows results filed as active; x = not tested or not shown. Cut-off read from the data, not from the text of the source, unless noted: active = inhibition above about 20% (passing the limit was not always enough); inactive = the rest.

SMILES	Hsp90 block	DUSP1 inh	CatL inh	FXIa inh mix	Cdc25B block	FXIIa inh mix	C1s block	HTR1A agonist	Cathepsin G inh
CCn1c(CC(=O)Nc2cccc(OC)c2)nnc1SCC(=O)Nc1nccs1	-1	1	3	-1	-10	-1	7	-0.8	5
CCOC(=O)c1sc2ncn(C(C)C(=O)OCC)c(=O)c2c1C (configuration not stated)	-4	-14	3	-2	-4	9	-8	-5.0	5
Cc1cc(C)n(S(=O)(=O)c2cccc(Cl)c2Cl)n1	-4	2	x	0	-1	5	-30	0.5	-2
COC(=O)c1nnn(CC(=O)Nc2cccc(Cl)c2)c1C(=O)OC	-2	2	x	4	-6	5	-3	0.2	5
Cc1ccc(Cn2c(C(=O)NCCCN3CCOCC3)cc3sccc32)cc1	0	2	-5	2	-5	5	14	2.4	10
CCc1nnc(SCc2cn3c(C)cc(C)nc3n2)n1N	-1	-3	-12	5	1	-17	-16	-2.7	2
Cc1cc(C)n2nnnc2c1C#N	-3	6	1	-8	-3	2	-95	-2.7	-8
COc1ccc(NC(=O)N2CCC(c3nc(-c4cccs4)no3)CC2)cc1	-2	4	7	-29	-1	10	-150	-2.7	-20
CCCN(CCC)S(=O)(=O)c1ccc(C(=O)N2CCC(=O)c3ccccc32)cc1	-5	9	-6	9	-7	-1	3	-0.6	4
CCc1cccc2c(=O)c(C(=O)NCCN3CCOCC3)c[nH]c12	-2	4	7	5	-7	7	8	-2.2	-22
O=C(c1ccco1)N1CCN(C(=O)C2CCCN(S(=O)(=O)Cc3ccccc3)C2)CC1 (configuration not stated)	-4	17	x	3	-2	-17	5	70*	4
CC1CCCN(c2nc3c(c(=O)n(C)c(=O)n3C)n2CCSc2nc3ccccc3o2)C1 (configuration not stated)	1	29	2	3	-5	2	3	-1.4	3
COc1ccc(NC(=O)c2ccc3c(=O)n(Cc4ccco4)c(=S)[nH]c3c2)c(OC)c1	-3	12	2	-3	6	4	3	-1.0	3
CC(=O)Nc1ccc(S(=O)(=O)N2CCN(S(=O)(=O)N3CCCCCC3)CC2)cc1	1	15	0	-1	-10	-5	-13	-1.4	-2
COC(=O)C(CCCCNC(=O)OCc1ccccc1)NC(=O)CN (configuration not stated)	-1	-4	-1	1	-18	2	-1	-1.5	6
COc1ccc(C(=O)COC(=O)CCN=C2NS(=O)(=O)c3ccccc32)cc1OC	0	-6	3	2	1	8	4	-0.4	-1
CCCC(=O)N(Cc1cc2cc(C)ccc2[nH]c1=O)c1ccccc1OC	1	9	4	7	-7	5	12	2.1	5
Cc1nc(SCC(=O)N(C)Cc2ccco2)c2c(C)c(C)sc2n1	-10	32	0	-2	-17	-3	-24	3.4	10
O=C(CSc1nnc2ccccn12)N1CCc2ccccc2C1	x	11	1	-2	-6	-1	0	-1.5	7
Nc1ccc(C2CCCc3nonc32)c2nonc12 (configuration not stated)	1	10	8	-9	-22	1	-9	-3.9	-16
CCOC(=O)c1c(NC(=O)Cn2c(C)nc3ccccc32)sc2c1CCC2	-6	5	3	12	-2	-14	-5	-3.6	2
Cc1ccc(S(=O)(=O)NCC(=O)N2CCC(C)CC2)cc1	1	1	9	3	-12	7	12	-4.7	9
O=C(CSc1nnc(-c2ccc3c(c2)OCCO3)o1)NC1CCCCC1	-11	-24	-2	5	4	4	-1	-3.2	-4
COc1c(N)c2ccccc2[nH]c1=O	0	6	6	15	5	0	14	-1.4	9
O=C(Nc1nc(-c2ccc(S(=O)(=O)N3CCCC3)cc2)cs1)C1COc2ccccc2O1 (configuration not stated)	-6	3	-3	-1	-2	4	-2	2.1	0
Cc1ccc(-c2ccc(=O)n(CC(=O)Nc3cccc(C(=O)N4CCN(C)CC4)c3)n2)cc1	x	10	12	-5	-5	10	1	1.6	9
CCN(CC)C(=O)CN(C)S(=O)(=O)c1cccc2nsnc12	-1	3	0	6	-11	3	-41	-0.3	3
CC1=NC2(CCCc3c2no[n+]3[O-])N(O)C1(C)C (configuration not stated)	5	10	1	10	13	1	2	-2.3	-1
CCCC1CCC(C(=O)Nn2cnc3ccccc3c2=O)CC1 (configuration not stated)	0	-6	14	2	-16	10	12	-5.0	12
CCCc1cc(=O)n2[nH]c(NCc3ccc(Cl)cc3Cl)nc2n1	3	-16	36	12	1	1	15	3.8	11
CC(C)(C)NC(=O)C(c1ccncc1)N(C(=O)CNC(=O)c1ccco1)c1ccc2c(c1)OCO2 (configuration not stated)	-2	6	x	8	3	1	-1	-0.2	-1
CC(=O)Nc1ccccc1-c1nc2ccc(C(=O)N3CCN(c4ccccc4)CC3)cc2[nH]c1=O	-1	8	8	5	-5	4	17	0.9	16
CSc1ccc(NC(=O)CC(C)=O)cc1	-1	10	x	4	-3	5	15	-1.3	12
CN(C)CCCN1C(=O)C(O)=C(C(=O)c2cccs2)C1c1ccccn1 (configuration not stated)	-6	-11	2	-1	-4	-2	10	-1.4	10
Cc1cccc2nc(=S)n(C(=O)c3ccco3)n12	-2	-16	9	4	1	5	16	-0.5	13
Brc1ccc(CSc2ncnc3nc[nH]c23)cc1	1	-7	22	-2	-6	8	-10	-0.9	0
CCN1CCN(c2cc(C)c3cc(NC(=O)c4cnccn4)ccc3n2)CC1	-1	2	1	6	-1	6	-4	-0.8	1
COC(=O)C1CCN(C(=O)COc2ccc(Cl)cc2)CC1	-6	6	0	-3	-10	5	1	-4.1	2
Cc1ccc(C)c(CN2C(=O)C(C)Oc3ccc(C)cc32)c1 (configuration not stated)	-10	-4	x	26	8	-17	3	0.9	16
Cc1ccccc1NC(=O)C1CC(=O)N(c2ccccc2F)C1 (configuration not stated)	-7	-7	x	6	-8	12	-1	1.6	2
NS(=O)(=O)c1ccc(NC(=O)CSc2nnc(Cc3cccs3)n2-c2ccccc2)cc1	-5	15	10	8	-11	1	7	-4.8	6
CN1CCN(CCCNC(=O)c2cn(C3CCCCC3)c(=O)c3c2c2ccccc2n3C)CC1	-7	-15	x	0	-10	8	-6	-0.7	-4
CN(C(=O)COC(=O)c1ccccc1Nc1ccccc1)C1CCS(=O)(=O)C1 (configuration not stated)	-2	33	22	-7	-22	-10	-11	1.1	-1
CC(C)OC(=O)c1cc2ccccc2oc1=O	0	-26	-10	3	-16	3	4	-0.2	0
CC(=O)Nc1c(O)[nH]c2ccccc12	-3	-4	2	7	-3	-14	4	-1.5	13
OCCN(Cc1ccccc1)CC1CC=CCC1 (configuration not stated)	1	-5	-2	2	-13	8	-11	-1.8	-6
O=S(=O)(Nc1ccc2c(c1)OCCO2)c1cnc[nH]1	-1	-7	15	-17	5	0	-71	-2.9	-5
Cc1c(C)[n+](=O)c(-c2cccs2)c(C)n1[O-]	-4	1	-3	2	0	-14	4	0.6	-3
COc1ccc(S(=O)(=O)n2nc(OC(=O)c3cccs3)cc2N)cc1	-5	-5	-4	21	-14	2	-16	0.3	38*
Cc1ccc(CNC(=O)C2CNc3cc(C)ccc3O2)cc1 (configuration not stated)	1	12	17	-12	-6	6	-96	-2.6	0
O=C(NCCCn1ccnc1)Nc1ccc(Cl)c(Cl)c1	-2	25	17	8	3	-14	19	-0.8	16
COC(=O)c1ccc(CSc2nc3ccccc3c(=O)n2-c2ccc(OC)c(OC)c2)o1	-1	39	5	5	-16	12	3	5.1	10
COc1ccc(NC(=O)C2CCC(=O)N2)cc1 (configuration not stated)	3	2	4	0	-6	1	12	-3.3	10
CCOCCCNC(=O)c1c(C)[nH]c(C(=O)OCC)c1C	-5	7	19	0	-2	6	3	-2.1	8
COc1ccc(N(CC(=O)NC2CCCCCC2)S(=O)(=O)c2c(C)nn(C)c2C)cc1	1	10	9	6	-3	6	-12	-0.2	0
c1cc2c(cc1C1CCCN1)OCCCO2 (configuration not stated)	-1	2	12	6	0	7	-5	0.6	2
CCCn1c(SCc2ccccn2)nc2c1c(=O)n(C)c(=O)n2C	-4	1	-7	1	4	5	-18	-1.1	-3
Brc1ccc2ncnc(Nc3ccc(N4CCOCC4)cc3)c2c1	39	1	17	-8	-1	4	-35	-0.1	-7
N#Cc1ccc(OCCN2C(=O)NC3(CCSC3)C2=O)cc1 (configuration not stated)	x	7	-4	-19	-10	18	-35	-0.7	-3
CC1CCN(C(=O)CN2C(=O)c3ccccc3S2(=O)=O)CC1	1	4	-7	1	-7	-15	-10	38*	-2

Sorted by value in C1s block (lowest first): 3 of the compounds above
| SMILES | C1s block |
| --- | --- |
| COc1ccc(N(CC(=O)NC2CCCCCC2)S(=O)(=O)c2c(C)nn(C)c2C)cc1 | -12 |
| CCOCCCNC(=O)c1c(C)[nH]c(C(=O)OCC)c1C | 3 |
| NS(=O)(=O)c1ccc(NC(=O)CSc2nnc(Cc3cccs3)n2-c2ccccc2)cc1 | 7 |

More compounds follow.
SMILES	Hsp90 block	DUSP1 inh	CatL inh	FXIa inh mix	Cdc25B block	FXIIa inh mix	C1s block	HTR1A agonist	Cathepsin G inh
COc1ccc(C(=O)N2CCN(C(=O)c3ccco3)CC2)cc1	0	16	-5	6	-2	1	-2	-1.3	-5
COc1cc(-c2noc(-c3ccco3)n2)cc(OC)c1OC	-1	-14	-5	11	-10	-2	-1	-1.4	5
CCOc1ccc(C(C)=O)cc1CN1C(=O)NC2(CCCCC2C)C1=O (configuration not stated)	-2	4	x	14	0	2	3	-2.2	1
CCC(C(=O)N1CCOCC1)n1c(C(=O)OC)cc2occc21 (configuration not stated)	0	7	-7	10	-8	1	11	-0.3	11
CC1CCCC(NC(=O)COC(=O)c2ccc(S(=O)(=O)N3CCOCC3)cc2)C1C (configuration not stated)	2	8	-1	-3	12	7	-27	-0.5	-4
CCC(C)(c1ccc(C(=O)OC)s1)c1ccc(C(=O)OC)s1	-4	1	10	2	1	5	10	-0.3	11
COC(=O)Nc1ccc(S(=O)(=O)N(C)CC(F)(F)C(F)F)cc1	0	5	-5	0	-7	14	-22	-1.6	-2
Cc1ccn2cc(CNS(=O)(=O)c3ccc(Cl)s3)nc2c1	-2	-1	13	5	3	0	-36	0.5	-6
COc1cccc(-n2c(Cc3cc(=O)[nH]c(=O)[nH]3)nnc2SCC(=O)N2CCCCCC2)c1	1	10	x	4	-11	3	-33	-3.4	1
CCOc1ccccc1C(=O)N1CCN(c2cccc(Cl)c2)CC1	-6	-1	-2	4	-21	9	-45	0.3	-4
c1ccc(Cc2ccc(OCCn3cncn3)cc2)cc1	-3	-16	4	0	-1	9	-22	-3.4	-8
CC(=O)c1cn(CC(=O)NCc2ccc3c(c2)OCO3)c2ccccc12	-18	-7	8	7	-2	2	64*	-2.5	14
CC(C)Sc1nnc(Nc2ccccc2)s1	0	8	1	3	-14	-2	17	-0.7	12
CCN(CCNC(=O)C1CCN(c2nnc(-n3cccc3)s2)CC1)c1ccccc1	-4	5	x	5	-12	4	-27	-2.1	1
CCOC(=O)C1(C)NC(c2ccccc2F)C2C(=O)N(c3cccc(C(C)=O)c3)C(=O)C21 (configuration not stated)	-2	-2	-3	-35	12	2	-64	1.2	-26
O=c1c(N2CCOCC2)nsn1Cc1ccccc1	-2	-18	18	-4	-1	-11	-5	-2.1	8

Entries above printed as active in HTR1A agonist.
molecule	DUSP1 inh	CatL inh	FXIa inh mix	Cdc25B block	FXIIa inh mix	C1s block	HTR1A agonist	Cathepsin G inh
O=C(c1ccco1)N1CCN(C(=O)C2CCCN(S(=O)(=O)Cc3ccccc3)C2)CC1 (configuration not stated)	17	x	3	-2	-17	5	70*	4
CC1CCN(C(=O)CN2C(=O)c3ccccc3S2(=O)=O)CC1	4	-7	1	-7	-15	-10	38*	-2

Hits appear at their usual frequency; about 1.6% have a hit in one of these screens.
